Screens as filed in PubChem.
C diff HTS = blocks growth of Clostridium difficile; Clostridium difficile clinical isolate growth, OD600, 24 h; stronger effect = lower value; 86,000 compounds, 0.25% hits; growth activity, negative = inhibition, % at 16 µg/mL (by protocol);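 active = mean growth activity at or below -80% and every replicate also at or below -80%; inconclusive = mean at or below -80% but some replicate above -80%; inactive = mean growth activity above -80%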;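 note: 0% = DMSO wells and -100% = levofloxacin 16 µg/mL wells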
T cruzi growth = T. cruzi proliferation inhibition; T. cruzi beta-gal in NIH3T3, GalScreen luminescence, 90 h; inhibition, % at 8.34 µM; 77,000 compounds, 5.9% hits; AID 624255;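 active = mean inhibition above about 93%, with at least 55% of replicates each passing it, limit read from the data, passing the limit was not always enough; inconclusive = only one of those two conditions holds; inactive = neither condition holds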
Pf Dd2 growth = inhibitors of Plasmodium falciparum Dd2 growth. P. falciparum Dd2 growth, SYBR Green, 72 h; stronger effect = lower value. activity change, % at 10 µM. 94,000 compounds, 2.3% hits; in the data active = activity change below about -80%; inconclusive = no clear call, values can overlap the other calls
GASC1 inh = KDM4C (human) demethylase inhibition; Q9H3R0; GST-KDM4C 2-372, H3K9me3 peptide, LANCE TR-FRET; inhibition, % at 12.5 µM; 96,000 compounds, 0.15% hits;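 active = mean replicate inhibition above about 25%, with at least 55% of replicates also reaching it, limit read from the data, passing the limit was not always enough; inconclusive = only one of those two conditions met; inactive = neither condition met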
Target sequence (Q9H3R0 2-372 limits assumed): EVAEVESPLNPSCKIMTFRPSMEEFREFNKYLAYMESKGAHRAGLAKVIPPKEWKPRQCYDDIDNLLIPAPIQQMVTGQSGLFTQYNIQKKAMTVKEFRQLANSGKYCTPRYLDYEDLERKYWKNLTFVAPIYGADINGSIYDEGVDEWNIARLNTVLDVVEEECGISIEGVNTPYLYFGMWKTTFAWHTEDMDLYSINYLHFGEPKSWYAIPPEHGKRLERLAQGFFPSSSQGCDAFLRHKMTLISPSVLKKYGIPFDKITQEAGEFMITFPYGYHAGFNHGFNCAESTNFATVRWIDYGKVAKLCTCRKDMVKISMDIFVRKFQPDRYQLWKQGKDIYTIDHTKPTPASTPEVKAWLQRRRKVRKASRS
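System: N-terminal GST-fused human GASC-1 (KDM4C) fragment, residues 2-372 / Amount: 10 nM GST-KDM4C in enzyme reaction / Also added: H3K9me3 peptide with Fe(II)/2OG / Times: 30 min demethylation and 1 h detection at room temperature / Signal: LANCE TR-FRET / Read-out basis: Fall in 671/618 emission ratio as inhibition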
Active calls of the source: *; ? = inconclusive; . = not tested or not shown; & = joins results of further samples. Hits appear at their usual frequency; 6.7% or so of the library scored in one or more.

mol,C diff HTS,T cruzi growth,Pf Dd2 growth,GASC1 inh
C[C@@H]1CN([C@@H](C)CO)S(=O)(=O)c2ccc(-c3ccncc3)cc2O[C@@H]1CN(C)Cc1ccccn1,-3,86,-5,-0.4
CCS(=O)(=O)N[C@H]1C=C[C@@H](CC(=O)NC2Cc3ccccc3C2)O[C@H]1CO,.,1,20,.
C[C@@H]1CN([C@@H](C)CO)S(=O)(=O)c2ccc(-c3cncnc3)cc2O[C@H]1CN(C)C(=O)C1CCCCC1,-2,.,14,1.4
C[C@@H]1CN([C@@H](C)CO)C(=O)Cc2cc(NC(=O)CCCN(C)C)ccc2O[C@H]1CN(C)S(=O)(=O)c1ccc(Cl)cc1,-2,-2,1,3.5
COc1ccc(C#Cc2cnc3c(c2)C(=O)N([C@@H](C)CO)C[C@H](C)[C@H](CN(C)CC2CCOCC2)O3)cc1,-2,-20,-30,-0.2
COc1ccc(NC(=O)Nc2ccc3c(c2)C(=O)N([C@@H](C)CO)C[C@@H](C)[C@H](CN(C)S(=O)(=O)c2ccc(F)cc2)O3)cc1,-9,6,-44,-0.5
C[C@H]1CCCCO[C@@H](CN(C)Cc2ccccc2)[C@@H](C)CN([C@@H](C)CO)C(=O)c2cc(NS(=O)(=O)c3cccs3)ccc2O1,.,.,-51,0.5
O=S(=O)(c1ccccc1)N1CCCCN2[C@@H](CO)[C@H](c3ccc(C#Cc4ccccc4)cc3)[C@@H]2C1,59,71,10,0.6
CCCC(=O)N1CCC2(CC1)CN(C(=O)Nc1ccc(F)cc1)[C@@H](CO)c1c2c2ccc(OC)cc2n1C,-16,.,-79,-0.3
C[C@H](CO)N1C[C@H](C)[C@H](CN(C)S(=O)(=O)c2ccc(Cl)cc2)Oc2c(NC(=O)NC3CCCCC3)cccc2C1=O,20,.,-24,.

Taken from above.
C[C@H](CO)N1C[C@H](C)[C@H](CN(C)S(=O)(=O)c2ccc(Cl)cc2)Oc2c(NC(=O)NC3CCCCC3)cccc2C1=O in C diff HTS has 20
C[C@@H]1CN([C@@H](C)CO)S(=O)(=O)c2ccc(-c3ccncc3)cc2O[C@@H]1CN(C)Cc1ccccn1 in Pf Dd2 growth has -5

Looked up one by one from the list above, five records:
mol,C diff HTS,T cruzi growth,Pf Dd2 growth,GASC1 inh
COc1ccc(NC(=O)Nc2ccc3c(c2)C(=O)N([C@@H](C)CO)C[C@@H](C)[C@H](CN(C)S(=O)(=O)c2ccc(F)cc2)O3)cc1,-9,6,-44,-0.5
C[C@@H]1CN([C@@H](C)CO)S(=O)(=O)c2ccc(-c3cncnc3)cc2O[C@H]1CN(C)C(=O)C1CCCCC1,-2,.,14,1.4
O=S(=O)(c1ccccc1)N1CCCCN2[C@@H](CO)[C@H](c3ccc(C#Cc4ccccc4)cc3)[C@@H]2C1,59,71,10,0.6
COc1ccc(C#Cc2cnc3c(c2)C(=O)N([C@@H](C)CO)C[C@H](C)[C@H](CN(C)CC2CCOCC2)O3)cc1,-2,-20,-30,-0.2
C[C@H](CO)N1C[C@H](C)[C@H](CN(C)S(=O)(=O)c2ccc(Cl)cc2)Oc2c(NC(=O)NC3CCCCC3)cccc2C1=O,20,.,-24,.

The results go on:
mol,C diff HTS,T cruzi growth,Pf Dd2 growth,GASC1 inh
C/C=C/c1ccc2c(c1)O[C@H](CN(C)Cc1cccc(F)c1)[C@@H](C)CN([C@@H](C)CO)S2(=O)=O,28,.,-20,-0.9
C[C@H](CO)N1C[C@H](C)[C@@H](CN(C)Cc2ccccc2)Oc2cc(C#CC3CC3)ccc2S1(=O)=O,2,128*,-16,11
CCCC(=O)Nc1ccc2c(c1)C(=O)N(C)[C@H]1CC[C@@H](CC(=O)NCc3ccccc3)O[C@@H]1CO2,12,-22,-1,-0.1
C[C@H](CO)N1C[C@H](C)[C@@H](CN(C)Cc2ccc(F)cc2)Oc2cc(C#CC(C)(C)O)ccc2S1(=O)=O,3,.,-1,0.2
CCNC(=O)[C@@H]1[C@@H](CO)[C@@H]2Cn3c(ccc(-c4ccc(F)cc4)c3=O)[C@H]1N2C(=O)c1ccccn1,19,-74,.,-3.3
CC(=O)Nc1ccc2c(c1)C(=O)N(C)[C@@H]1CC[C@@H](CC(=O)NCc3ccccc3)O[C@@H]1CO2,0,4,2,-0.2
COc1ccc(S(=O)(=O)N(C)C[C@@H]2OCCCC[C@H](C)Oc3ccc(NC(=O)Nc4ccc(C(F)(F)F)cc4)cc3C(=O)N([C@@H](C)CO)C[C@H]2C)cc1,6,76,-86*,0.0
C[C@@H]1CN([C@H](C)CO)C(=O)Cc2cc(N(C)C)ccc2O[C@@H]1CN(C)Cc1ccccc1,-11,2,-31,5.5
O=C(C[C@@H]1C[C@H]2c3cc(NC(=O)c4cccnc4)ccc3O[C@H]2[C@H](CO)O1)NCc1ccccc1F,-2,-7,6,-1.6
CO[C@@H](CN(C)C(=O)C1CCOCC1)[C@@H](C)CN([C@@H](C)CO)S(=O)(=O)c1ccccc1,.,24,33,1.0
CO[C@@H]1CN(C)C(=O)c2ccc(NS(=O)(=O)c3cn(C)cn3)cc2OC[C@@H](C)NC[C@H]1C,.,45,44,1.6
Cc1noc(C)c1NC(=O)Nc1cccc2c1O[C@H](CN(C)C(=O)Nc1ccc(C(F)(F)F)cc1)[C@@H](C)CN([C@H](C)CO)C2=O,3,.,44,-0.4
O=C(O)C[C@H]1C=C[C@H](NC(=O)CCN2CCCCC2)[C@@H](CO)O1,-1,.,-1,0.1
C[C@@H]1CCCCO[C@@H](CN(C)S(=O)(=O)c2ccc(F)cc2)[C@@H](C)CN([C@H](C)CO)C(=O)c2cc(NC(=O)CCCCCC(=O)Nc3ccccc3N)ccc2O1,1,42,-39,1.5
C[C@@H]1CN([C@H](C)CO)C(=O)c2cc(NC(=O)c3ccccc3)ccc2O[C@@H](C)CCCCO[C@H]1CN(C)S(C)(=O)=O,-1,0,.,-0.3
C[C@@H]1CCCCO[C@@H](CN(C)C(=O)Nc2ccc3c(c2)OCO3)[C@@H](C)CN([C@H](C)CO)C(=O)c2cc(NC(=O)Nc3ccccc3)ccc2O1,9,26,27,-0.3
CC(=O)N(C)C[C@@H]1Oc2ncc(C#Cc3ccccc3)cc2C(=O)N([C@H](C)CO)C[C@@H]1C,-2,60,7,-3.1
Cc1ccc(S(=O)(=O)Nc2ccc3c(c2)C(=O)N([C@@H](C)CO)C[C@@H](C)[C@H](CN(C)S(=O)(=O)c2ccc(C)cc2)OCCCC[C@@H](C)O3)cc1,.,101*,-35,-0.2
CCCC(=O)Nc1ccc2c(c1)C(=O)N(C)[C@H]1CC[C@@H](CC(=O)NCCc3ccncc3)O[C@H]1CO2,2,-10,2,0.3
C[C@H](CO)N1C[C@H](C)[C@H](CN(C)Cc2ccc(C(=O)O)cc2)Oc2ccc(NC(=O)c3ccncc3)cc2C1=O,-2,64,-6,-0.7

Next records
Values in the order: C diff HTS	T cruzi growth	Pf Dd2 growth	GASC1 inh
- CO[C@@H]1CN(C)C(=O)c2cc(NC(=O)Nc3c(C)noc3C)ccc2OC[C@H](C)NC[C@H]1C
    .	8	24	0.4
- Cc1noc(C)c1NC(=O)N(C)C[C@H]1Oc2ccc(NC(=O)Nc3ccc(F)cc3)cc2CC(=O)N([C@H](C)CO)C[C@H]1C
    -9	-29	11	-1.6
- C[C@@H](O)C#Cc1ccc([C@@H]2[C@@H](CO)N3CCCCN(C(=O)c4ccncc4)C[C@H]23)cc1
    3	-24	18	-0.4
- C[C@@H]1CN([C@H](C)CO)C(=O)c2cc(NC(=O)CCCN(C)C)ccc2O[C@@H](C)CCCCO[C@H]1CN(C)S(=O)(=O)c1ccccc1
    -2	-16	-2	0.1
- CCN1[C@@H]2c3ccc(-c4ccc(F)cc4)c(=O)n3C[C@@H]2[C@@H](CO)[C@@H]1C(=O)NCCc1cn(C)cn1
    3	6	.	1.1
- COc1ccc(S(=O)(=O)Nc2cccc3c2O[C@H](CN(C)Cc2ccccc2)[C@@H](C)CN([C@H](C)CO)C3=O)cc1
    -2	34	21	-0.2
- C[C@H]1CN([C@@H](C)CO)C(=O)c2cc(NS(=O)(=O)c3ccccc3)ccc2O[C@H]1CN(C)Cc1ccc(C(F)(F)F)cc1
    8	?	-65	0.2
- CC(C)CC#Cc1ccc([C@H]2[C@H](CO)N3CCCCN(C(=O)NC4CCCC4)C[C@@H]23)cc1
    -8	113*	-35	-1.8
- C[C@H](CO)N1C[C@H](C)[C@@H](CN(C)Cc2ccccn2)Oc2cc(C#CCN(C)C)ccc2S1(=O)=O
    6	?	-28	1.4
- O=C(C1CC1)N1[C@@H](CO)[C@@H](c2ccccc2)C12CN(Cc1cncnc1)C2
    -1	.	-26	1.2
- CCCN(C)C[C@@H]1Oc2cc(C#CC3CC3)ccc2S(=O)(=O)N([C@H](C)CO)C[C@@H]1C
    9	54	-59	-2.0
- CC=Cc1ccc2n(c1=O)C[C@H]1[C@H](CO)[C@@H](C(=O)NCc3ccccc3F)N(CCC)[C@@H]21 (mixture of isomers)
    4	46	.	1.7
- C[C@@H]1CN([C@H](C)CO)C(=O)c2cc(NC(=O)Cc3cn(C)c4ccccc34)ccc2O[C@@H]1CN(C)C(=O)Nc1ccc(F)cc1
    -2	4	-59	13
- COc1ccc(C#Cc2ccc([C@@H]3[C@@H](CO)N4C(=O)CN(C(=O)c5ccc(F)cc5)C[C@H]34)cc2)cc1
    -14	.	-17	-2.1
- Cc1ccc(S(=O)(=O)Nc2ccc3c(c2)C(=O)N([C@@H](C)CO)C[C@@H](C)[C@@H](CN(C)Cc2ccc(C(F)(F)F)cc2)OCCCC[C@@H](C)O3)cc1
    45	.	-43	-2.3
- CC(C)NC(=O)Nc1ccc2c(c1)C(=O)N([C@H](C)CO)C[C@@H](C)[C@H](CN(C)Cc1ccc(C(F)(F)F)cc1)OCCCC[C@@H](C)O2
    11	.	.	0.3
- O=C(C[C@@H]1CC[C@@H]2[C@H](COC[C@@H](O)CN2Cc2ccccc2F)O1)N[C@@H]1CCN(Cc2ccccc2)C1
    .	99*	-19	1.0
- COc1cccc(NC(=O)N2[C@@H]3CNC[C@H]2C3c2ccc(-c3cccc(C(=O)N(C)C)c3)cc2)c1 (stereo partly specified)
    3&12	.	27&29	0.5&-0.6
- COc1ccc(S(=O)(=O)Nc2ccc3c(c2)C(=O)N([C@@H](C)CO)C[C@H](C)[C@@H](CN(C)S(=O)(=O)c2ccc(C)cc2)OCCCC[C@@H](C)O3)cc1
    .	.	-76	0.0
- C[C@@H]1CCCCO[C@H](CN(C)Cc2ccc(Cl)c(Cl)c2)[C@@H](C)CN([C@H](C)CO)C(=O)c2cc(NC(=O)CCCCCC(=O)Nc3ccccc3N)ccc2O1
    1	.	-90*	-1.1
- COc1cccc(-c2cnc3c(c2)C(=O)N([C@@H](C)CO)C[C@@H](C)[C@H](CN(C)CC2CCCC2)O3)c1
    .	.	-34	0.7
- Cc1ccc(S(=O)(=O)Nc2ccc3c(c2)CC(=O)N([C@@H](C)CO)C[C@@H](C)[C@@H](CN(C)S(=O)(=O)c2cn(C)cn2)O3)cc1
    3	21	-38	-1.5
- CC(C)NC(=O)N(C)C[C@H]1OCCCC[C@@H](C)Oc2ccc(NC(=O)Nc3ccc(C(F)(F)F)cc3)cc2C(=O)N([C@@H](C)CO)C[C@H]1C
    8	81	-26	0.0
- OC[C@@H]1[C@@H](c2ccc(-c3cccc(F)c3)cc2)[C@H]2CN(CCC(F)(F)F)CCCCN12
    36	69	-68	-1.9
- COCCNC(=O)C[C@@H]1C[C@H]2c3cc(NC(=O)Nc4ccccc4F)ccc3O[C@H]2[C@H](CO)O1
    -1	4	-6	4.2
- C[C@@H]1CN([C@H](C)CO)S(=O)(=O)c2ccc(C#CC3CC3)cc2O[C@@H]1CN(C)Cc1ccc(F)cc1
    8	.	-45	-1.5
- O=C(C[C@H]1C[C@@H]2c3cc(NS(=O)(=O)c4ccccc4)ccc3O[C@@H]2[C@@H](CO)O1)NCC1CC1
    -1	-38	2	-1.2
- CC(C)NC(=O)N(C)C[C@H]1Oc2cc(-c3ccccc3)ccc2S(=O)(=O)N([C@H](C)CO)C[C@H]1C
    -7	56	13	-1.0
- O=C(CC(F)(F)F)N1C[C@H]2[C@@H](c3ccccc31)[C@H](CO)N2C(=O)C1CCCC1
    -6	41	-2	4.0
- COc1ccc2c3c([nH]c2c1)[C@H](CO)NCC31CCN(Cc2ccccc2)CC1
    35	.	-71	-0.2
- C[C@@H]1CN([C@@H](C)CO)C(=O)Cc2cc(NC(=O)Nc3ccccc3)ccc2O[C@H]1CN(C)Cc1ccc(Oc2ccccc2)cc1
    29	72	-87*	1.2
- C[C@H](CO)N1C[C@H](C)[C@@H](CN(C)CC2CCCCC2)Oc2c(NS(=O)(=O)c3ccc(Cl)cc3)cccc2C1=O
    2	44	1	-1.0
